Screening data deposited in PubChem by several laboratories.
E coli growth: bacterial growth inhibition, counter-screen for AddAB inhibitors. E. coli V3065 growth, OD600 absorbance, 18 h. inhibition, % at 11.9 µM. hit rate 0.27% among 330,000;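 active = inhibition above the campaign's mean inhibition across all tested compounds plus 3 SD, cut at about 9.9% in these data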;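 also: uninfected addAB+ strain grown without phage in ampicillin broth; 0% = DMSO wells and 100% = ciprofloxacin 0.95 µg/ml wells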
SR-BI uptake up: SR-BI HDL lipid transfer activation. CHO ldlA[mSR-BI] cells, DiI-HDL uptake fluorescence, 3 h; 100 = double the neutral-control signal. activation, % at 12.5 µM. hit rate 0.096% among 320,000;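 active = mean replicate activation of at least 60% and every replicate at or above 60%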;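 also: 0% = median plate neutral-control signal and 100% = twice that signal; values of inactives mirror those of a sister screen read the other way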
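Test system: SR-BI-overexpressing, LDLR-lacking CHO cells; Medium: Ham's F12 with 0.5% BSA, HEPES 25 mM, pH 7.4; Schedule: 3 h, 37 °C; Technique: bottom-read fluorescence, 550/595 nm.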
Wnt act: Wnt/beta-catenin pathway activation; Wnt/beta-catenin reporter cell assay, activator, plate reader; activation, % at 9.35 µM; hit rate 1.2% among 300,000; in the data active = activation above about 30%, passing the limit was not always enough;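 also: 0% = neutral control wells and 100% = positive control wells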
AddAB inh: less growth of phage-infected E. coli with AddAB | E. coli expressing H. pylori AddAB, absorbance growth | inhibition, % at 11.9 µM | hit rate 0.29% among 330,000; in the data active = inhibition above about 12%;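 also: 0% = vehicle wells of infected cells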
CAL PDZ FP-1: CAL PDZ (human) peptide binding inhibition | purified CAL PDZ, TMR-peptide fluorescence polarization, 1 h | AID 602252 | inhibition, % at 24.9 µM | Q9HD26 | hit rate 0.92% among 300,000;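 active = mean inhibition of at least 30% with at least half of replicates also reaching 30%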;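 also: 0% = DMSO neutral control and 100% = excess unlabeled competitor peptide PRC23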
SR-BI DiI inh: mouse SR-BI HDL lipid transfer inhibition; Q61009; ldlA[mSR-BI] CHO cells, DiI-HDL uptake fluorescence, 3 h; inhibition, % at 12.5 µM; hit rate 0.96% among 320,000;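 active = mean replicate inhibition of at least 70% and a set share of replicates each scoring 70 or more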;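 also: 0% = median of neutral control wells and 100% = median of positive control wells; values of inactives mirror those of a sister screen read the other way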
Target sequence (Q61009 whole entry, looked up): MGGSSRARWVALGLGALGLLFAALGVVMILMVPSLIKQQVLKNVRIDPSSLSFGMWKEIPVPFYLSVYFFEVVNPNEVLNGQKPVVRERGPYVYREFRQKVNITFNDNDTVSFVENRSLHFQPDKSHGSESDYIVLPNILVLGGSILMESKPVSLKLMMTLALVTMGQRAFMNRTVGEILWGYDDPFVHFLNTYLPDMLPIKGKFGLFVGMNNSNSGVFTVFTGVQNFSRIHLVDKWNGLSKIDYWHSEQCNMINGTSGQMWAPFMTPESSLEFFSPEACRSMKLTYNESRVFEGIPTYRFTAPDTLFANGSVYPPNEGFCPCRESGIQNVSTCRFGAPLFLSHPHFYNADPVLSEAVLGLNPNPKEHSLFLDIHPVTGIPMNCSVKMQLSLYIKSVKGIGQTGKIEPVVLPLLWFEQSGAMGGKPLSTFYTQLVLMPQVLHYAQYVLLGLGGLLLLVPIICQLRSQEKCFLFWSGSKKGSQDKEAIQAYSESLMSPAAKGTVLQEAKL
MITF TRPM1 HTS: MITF TRPM1 promoter activation in melanoma cells | SK-MEL-5 TRPM1-promoter luciferase, 24 h; % of positive control, neutral wells = 0 | hit rate 0.75% among 300,000 | activation, % at 12.5 µM | AID 588334;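 active = mean activation of at least 80% with every replicate also reaching 80%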;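 also: 0% = neutral control wells and 100% = parthenolide positive control wells; values of inactives mirror those of a sister screen read the other way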
Tat transport: inhibitors of E. coli Tat protein transport; E. coli MC4100 TorA-mCherry Tat export, fluorescence; inhibition, % at 10 µM; hit rate 0.036% among 340,000; AID 488895;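 active = mean replicate inhibition at least 50% and at least half of replicates individually reaching 50%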;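 also: exported cargo escapes ClpAP degradation while cytoplasmic cargo is degraded and loses fluorescence; 0% = median of neutral control wells and 100% = median of NaSCN control wells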
CAL PDZ FP-2: human CAL PDZ-peptide interaction inhibition | Q9HD26 | purified CAL PDZ, TMR-peptide fluorescence polarization, 1 h | inhibition, % at 20 µM | hit rate 0.02% among 330,000 | AID 504414;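 active = highest replicate inhibition of at least 40%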;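 also: plate controls were DMSO neutral control wells for no effect and unlabeled competitor peptide control wells for full effect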
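Read-out basis: mP drop reported as inhibition | Assay system: Tagged CAL PDZ protein CerCALP, purified | Benchmarks: Unlabelled peptide for full inhibition, DMSO wells as neutral | Schedule: 1 h incubation at room temperature before polarization reading | Buffer or medium: Sodium phosphate/NaCl buffer pH 7.4 with TCEP, IgG, Thesit | Doses: Single point, 20 µM | Measured by: Fluorescence polarization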
phage Ecoli inh: E. coli growth loss with phage present; growth absorbance; inhibition, % at 11.9 µM; hit rate 0.26% among 360,000; AID 651602; in the data active = inhibition above about 11%
An asterisk follows results filed as active; & = joins results of further samples.

Results for COc1ccc(C=NN=C2c3ccccc3-c3ccccc32)cc1O ?
SR-BI uptake up: -39.9; Wnt act: -2.4; CAL PDZ FP-1: -5.4; SR-BI DiI inh: 39.9; MITF TRPM1 HTS: 15.1; Tat transport: 8.5; CAL PDZ FP-2: -0.3; phage Ecoli inh: 1.3

Results for CCOC(=O)c1ccccc1NC(=O)/C(C)=C/C(=O)O ?
E coli growth: -0.6; SR-BI uptake up: 17.9; Wnt act: -2.2; AddAB inh: -2.7; CAL PDZ FP-1: -4.9; SR-BI DiI inh: -17.9; Tat transport: -2.0; CAL PDZ FP-2: -3.6; phage Ecoli inh: 2.4

How did CC12CCC(C(=O)Nc3ccccc3Cl)(C(Br)C1=O)C2(C)C (stereo not drawn) do in these assays?
E coli growth: 0.5; SR-BI uptake up: 22.8; AddAB inh: 6.0; CAL PDZ FP-1: -5.5; SR-BI DiI inh: -22.8; MITF TRPM1 HTS: 13.5; Tat transport: 4.5; CAL PDZ FP-2: -0.5; phage Ecoli inh: 1.5

Results for C=CCn1c(SCC(=O)Nc2ccc(C(=O)O)cc2)nc2scc(-c3ccccc3)c2c1=O ?
E coli growth: 2.8; SR-BI uptake up: 0.3; Wnt act: 5.8; AddAB inh: 0.8; CAL PDZ FP-1: -7.9; SR-BI DiI inh: -0.3; MITF TRPM1 HTS: -10.0; Tat transport: -4.6; CAL PDZ FP-2: -5.3; phage Ecoli inh: 2.5

Results for Cc1ccc(CN(CC(=O)NCc2ccccn2)S(=O)(=O)c2ccccc2)cc1 ?
E coli growth: -0.9; SR-BI uptake up: 16.8; Wnt act: -2.4; AddAB inh: 1.8; CAL PDZ FP-1: -5.8; SR-BI DiI inh: -16.8; MITF TRPM1 HTS: -13.4; Tat transport: 2.7; CAL PDZ FP-2: -1.5; phage Ecoli inh: 1.3

Results for CSCCC(NC(=O)c1ccc(Cl)cc1)C(=O)OCC(=O)Nc1cc(Cl)ccc1C (stereo not drawn) ?
E coli growth: -1.2; SR-BI uptake up: -16.8; Wnt act: 8.3; AddAB inh: -1.7; CAL PDZ FP-1: 3.9; SR-BI DiI inh: 16.8; MITF TRPM1 HTS: 4.0; Tat transport: -4.8; CAL PDZ FP-2: -0.8; phage Ecoli inh: 4.7

How did CCC(C)Sc1cc(-c2nc3cc(C)ccn3c2NC2CCCCC2)ccc1OC (stereo not drawn) do in these assays?
E coli growth: 0.1; SR-BI uptake up: -44.7; Wnt act: -13.0&-3.1; AddAB inh: 2.4; CAL PDZ FP-1: -3.1; SR-BI DiI inh: 44.7; MITF TRPM1 HTS: 4.1; Tat transport: 4.0; CAL PDZ FP-2: -1.1; phage Ecoli inh: 4.5&-2.2

What do the screens show for `O=C1Nc2ccc(F)cc2C12SCCS2`?
E coli growth: 2.5; SR-BI uptake up: 2.8; Wnt act: 1.7; AddAB inh: 1.7; SR-BI DiI inh: -2.8; MITF TRPM1 HTS: -15.3; Tat transport: -3.8; CAL PDZ FP-2: -0.6

Results for C/C(=N\NC(=O)c1cccc(S(=O)(=O)N2CCOCC2)c1)c1ccc(OCC(=O)N(C)C)cc1 ?
E coli growth: 0.1; SR-BI uptake up: 3.8; Wnt act: 1.9; AddAB inh: -0.7; CAL PDZ FP-1: 8.2; SR-BI DiI inh: -3.8; MITF TRPM1 HTS: -1.4; Tat transport: -11.2; CAL PDZ FP-2: -0.7; phage Ecoli inh: 1.2

How did Cc1nnc2c(NCCc3ccccc3)nc3ccccc3n12 do in these assays?
E coli growth: -0.3; SR-BI uptake up: -13.3; Wnt act: 8.2; AddAB inh: -0.3; CAL PDZ FP-1: -0.3; SR-BI DiI inh: 13.3; MITF TRPM1 HTS: -37.7; Tat transport: 4.2; CAL PDZ FP-2: -1.4; phage Ecoli inh: 1.1

How did O=S(=O)(N/N=C/c1ccc(OC2CSC2)cc1)c1ccccc1 do in these assays?
E coli growth: 0.0; SR-BI uptake up: -8.4; Wnt act: -7.5; AddAB inh: -0.7; CAL PDZ FP-1: -2.4; SR-BI DiI inh: 8.4; MITF TRPM1 HTS: 10.2; Tat transport: -0.9; CAL PDZ FP-2: -1.4; phage Ecoli inh: 4.0

Results for COc1ccc(OC)c(S(=O)(=O)Nc2cccc(-c3ccc(N4CCCCCC4)nn3)c2)c1 ?
E coli growth: 0.2; SR-BI uptake up: 20.4; Wnt act: 2.7; AddAB inh: 0.0; CAL PDZ FP-1: -3.5; SR-BI DiI inh: -20.4; MITF TRPM1 HTS: 18.4; Tat transport: 3.1; CAL PDZ FP-2: -1.5; phage Ecoli inh: 2.7

What do the screens show for `Cn1nnnc1SCC(=O)Nc1ccccc1C(N)=O`?
E coli growth: 1.0; SR-BI uptake up: 20.5; Wnt act: -0.7; AddAB inh: 1.6; CAL PDZ FP-1: 9.0; SR-BI DiI inh: -20.5; MITF TRPM1 HTS: 0.3; Tat transport: -1.3; CAL PDZ FP-2: 0.7; phage Ecoli inh: 5.8

What do the screens show for `Cc1ccc2c(c1)C(c1ccncc1)=NNC(c1ccc(F)cc1)=N2`?
E coli growth: 1.5; SR-BI uptake up: -0.2; Wnt act: 0.1; AddAB inh: 2.6; CAL PDZ FP-1: 2.4; SR-BI DiI inh: 0.2; MITF TRPM1 HTS: 13.0; Tat transport: -0.7; CAL PDZ FP-2: 0.4; phage Ecoli inh: 1.9

What do the screens show for `CN(Cc1ccccc1)c1nc2c(c(=O)[nH]c(=O)n2C)n1CCOc1ccccc1`?
E coli growth: 0.4; AddAB inh: -2.4; CAL PDZ FP-1: -3.1; MITF TRPM1 HTS: 3.7; Tat transport: 4.7; CAL PDZ FP-2: -1.0; phage Ecoli inh: 2.3

How did Cc1nnc(NC(=O)CCC(=O)NC2CCCCCCC2)s1 do in these assays?
E coli growth: -2.3; SR-BI uptake up: 9.5; Wnt act: -1.7; AddAB inh: 1.4; CAL PDZ FP-1: 0.7; SR-BI DiI inh: -9.5; MITF TRPM1 HTS: 2.3; Tat transport: -9.2; CAL PDZ FP-2: -2.6; phage Ecoli inh: 1.6

What do the screens show for `Nn1c(SCC(=O)NCc2ccc3c(c2)OCO3)nnc1C(F)(F)F`?
E coli growth: 0.4; SR-BI uptake up: 24.8; Wnt act: -3.1; AddAB inh: 3.8; CAL PDZ FP-1: -1.6; SR-BI DiI inh: -24.8; Tat transport: 15.7; CAL PDZ FP-2: 0.0; phage Ecoli inh: 0.6

What do the screens show for `COc1ccc(C2SCC(=O)N2CCCN(C)C)cc1` (stereo not drawn)?
E coli growth: 2.7; SR-BI uptake up: 18.4; AddAB inh: 2.5; CAL PDZ FP-1: -0.6; SR-BI DiI inh: -18.4; MITF TRPM1 HTS: 0.0; Tat transport: 0.8; CAL PDZ FP-2: -0.3; phage Ecoli inh: 1.4

How did O=C(Nc1nnc(SCc2ccc(Cl)cc2)s1)C1CCCO1 (stereo not drawn) do in these assays?
E coli growth: 2.2; SR-BI uptake up: 23.4; AddAB inh: 4.5; CAL PDZ FP-1: -4.0; SR-BI DiI inh: -23.4; MITF TRPM1 HTS: -5.3; Tat transport: 3.5; CAL PDZ FP-2: -0.4

Results for COC(=O)c1sccc1NC(=S)Nc1ccc(F)cc1F ?
E coli growth: 1.4; SR-BI uptake up: -39.7; Wnt act: 1.3; AddAB inh: 1.9; CAL PDZ FP-1: -4.2; SR-BI DiI inh: 39.6; MITF TRPM1 HTS: -12.2; Tat transport: 6.0; CAL PDZ FP-2: 0.1; phage Ecoli inh: 3.1

What do the screens show for `COc1ccc(-c2noc(CCC(=O)N3CCN(c4ccccc4)CC3)n2)cc1`?
E coli growth: -1.4; SR-BI uptake up: 4.3; Wnt act: -1.1; AddAB inh: 0.2; CAL PDZ FP-1: -1.5; SR-BI DiI inh: -4.3; MITF TRPM1 HTS: 1.9; Tat transport: -18.2; CAL PDZ FP-2: 0.6; phage Ecoli inh: 3.1

What do the screens show for `O=C(Nc1ccc([N+](=O)[O-])cc1)c1cn(-c2ccccc2)nc1-c1cc2ccccc2o1`?
E coli growth: 2.1; SR-BI uptake up: -33.5; Wnt act: -2.7; AddAB inh: -0.5; CAL PDZ FP-1: -4.5; SR-BI DiI inh: 33.5; MITF TRPM1 HTS: -4.1; Tat transport: -8.0; CAL PDZ FP-2: 0.4; phage Ecoli inh: 2.5

How did CN(Cc1c(F)cccc1Cl)C(=O)c1ccc(NC(=O)CC2SC(N3CCCCC3)=NC2=O)cc1 (stereo not drawn) do in these assays?
E coli growth: -1.4; SR-BI uptake up: -10.9; Wnt act: 1.6; AddAB inh: -2.2; CAL PDZ FP-1: -6.9; SR-BI DiI inh: 10.9; MITF TRPM1 HTS: -10.5; Tat transport: 2.9; CAL PDZ FP-2: -0.5; phage Ecoli inh: 0.3

How did COCCOc1cc(NC(=O)CS(=O)CC(=O)N(C)C)c(Cl)cc1Cl (stereo not drawn) do in these assays?
E coli growth: 1.7; SR-BI uptake up: 6.5; Wnt act: 0.1; AddAB inh: 2.3; CAL PDZ FP-1: -5.3; SR-BI DiI inh: -6.5; MITF TRPM1 HTS: -12.9; Tat transport: -3.9; CAL PDZ FP-2: -0.9; phage Ecoli inh: 2.6

How did O=C(Nc1c(F)cc(F)cc1Br)c1cc(-c2ccc(O)cc2)on1 do in these assays?
E coli growth: -0.5; SR-BI uptake up: -43.3; Wnt act: 6.4; AddAB inh: 2.3; CAL PDZ FP-1: -2.4; SR-BI DiI inh: 43.3; Tat transport: 9.3; CAL PDZ FP-2: -1.3; phage Ecoli inh: 2.5

What do the screens show for `O=C(c1ccco1)N1CCN(Cc2nc3ccccc3c(=O)n2-c2ccc(F)cc2)CC1`?
E coli growth: 0.1; SR-BI uptake up: 5.8; Wnt act: 0.6; AddAB inh: -3.2; CAL PDZ FP-1: -0.5; SR-BI DiI inh: -5.8; MITF TRPM1 HTS: -2.7; Tat transport: -0.7; CAL PDZ FP-2: 0.1; phage Ecoli inh: 3.6

What do the screens show for `OCc1nc2ccccc2n1Cc1ccc(Cl)cc1`?
E coli growth: 2.2; SR-BI uptake up: -12.9; Wnt act: -0.3; AddAB inh: 3.5; CAL PDZ FP-1: -1.2; SR-BI DiI inh: 12.9; Tat transport: 3.9; CAL PDZ FP-2: -0.5; phage Ecoli inh: -0.9

What do the screens show for `CC1=NN(c2nc(-c3ccc(C)cc3)cs2)C(=O)C1N=Nc1ccccc1O` (stereo not drawn)?
E coli growth: -1.8; SR-BI uptake up: -152.2; Wnt act: 2.0; AddAB inh: 0.0; CAL PDZ FP-1: 25.3; SR-BI DiI inh: 152.2*; MITF TRPM1 HTS: -68.2; Tat transport: -8.8; CAL PDZ FP-2: 0.3; phage Ecoli inh: 4.7

Rows were taken by chance (roughly 3.6% active in at least one column).
